All columns: NCI-60 one-dose screen, growth in % after 48 h at 10 µM unless noted; 100 = growth as untreated, 0 = no growth, -100 = all killed.
SK-MEL-2 – SK-MEL-2 melanoma. 4.7% of 77,000 active. AID 1794763
MDA-MB-435 – MDA-MB-435 melanoma; 7.8% of 82,000 active
SK-MEL-28 – SK-MEL-28 melanoma. 4.1% of 81,000 active
UACC-62 – UACC-62 melanoma; 5.4% of 81,000 active; AID 1794756
UACC-257 – UACC-257 melanoma | AID 1794764 | 4.4% of 78,000 active
SK-MEL-5 – SK-MEL-5 melanoma | 6.4% of 80,000 active
M14 – M14 melanoma; 6.2% of 80,000 active; AID 1794745
A549/ATCC – A549/ATCC NSCLC; 3.7% of 81,000 active; AID 1794740
* marks the source's active call; other numbers are inactive results; . = not tested or not shown; & = joins results of further samples; [ ] = dose if it differs, or a comment. How the source made its calls: active means growth percent below 10; inactive means the rest. Compounds as they come. About 11% of those tested had a hit in this group.

SMILES	SK-MEL-2	MDA-MB-435	SK-MEL-28	UACC-62	UACC-257	SK-MEL-5	M14	A549/ATCC
COc1ccc(/C=N/NC(=O)COc2ccc(-c3nc4ccccc4c(=O)[nH]3)cc2)cc1OC	115	101	116	108	110	101	105	95
NS(=O)(=O)c1ccc(-n2nc(-c3ccc(Cl)cc3)ccc2=O)cc1	86	44	90	61	97	83	96	95
S=c1[nH]c2ccc(Cl)cc2s1	88	101	120	89	86	92	94	92
COc1cccc(Nc2nccc(Nc3ccc4[nH]ncc4c3)n2)c1	-37*	-78*	-43*	-57*	11	-84*	-74*	-68*
CCCOc1cc(N)ccc1C(=O)OCCN(CC)CC	110	101	115	107	116	97	100	97
Cn1ccc2cc(Nc3ccccc3)ccc21	117	98	115	94	110	.	108	91
CCOc1ccccc1NCN1C(=O)c2ccccc2C1=O	130	99	108	111	102	107	103	101
CC(O)CN1CCCC1 (stereo not given)	111	111	111	106	108	105	105	99
CCN(CC)S(=O)(=O)c1ccc(-c2nc(C(Cl)Cl)nc3cc(-c4ccccc4)nn23)cc1	104	86	96	85	109	96	.	97
c1ccc(CSc2nnc(-c3cccnc3)o2)cc1	95	109	119	95	98	109	101	100
CS(=O)(=O)O	104	106	113	103	101	99	100	103
Cc1c(N2CN3C[C@H](C)N4CN(c5c(C)n(C)n(-c6ccccc6)c5=O)CN5C[C@@H](C)N(C2)C3C54)c(=O)n(-c2ccccc2)n1C (stereo not given in full)	101	105	101	97	105	102	100	106
CCCS(=O)(=O)Nc1ccc(OCc2nnc(-c3ccccc3)o2)c(F)c1	120	101	105	84	100	99	98	94
CCCCC1=C(Br)C(=O)c2nc(C)ccc2C1=O	109	102	105	85	94	93	96	92
COc1cc(NC(=O)CSc2nc3ccc(Cl)cc3c(=O)n2-c2ccc(F)cc2)cc(OC)c1OC	93	91	95	71	97	74	85	84
CC1(O)c2ccccc2N2C(=O)NC(=O)C23OC1C(O)C3O (stereo not given)	108	109	119	105	99	105	110	100
C[S+](C)CC(=O)c1ccccc1	105	95	113	106	92	103	103	90
Cc1ccc2c(c1)C(C)Cc1c(ncnc1-n1cnc3ccccc31)N2C (stereo not given)	39	-48*	62	26	.	12	18	31
O=C(c1ccccc1)c1c(/C=C/c2ccccc2)nc2ccccc2c1/C=C/c1ccc(Cl)cc1	107	101	103	86	94	100	.	96
C=C1CCC2C(C)(CO)C(O)CCC2(C)C1C/C=C1/C(=O)OCC1Oc1ccccc1OC (stereo not given)	99	66	100	81	84	98	78	96
C(=N\Nc1ncc(-c2cc3cc4c(cc3o2)OCO4)s1)/c1c[nH]c2ccccc12	51	-32*	31	1.8*	3.5*	5.8*	17	-39*
OB(O)c1cccc(-c2nc3ccc4[nH]ncc4c3c3c2CCCC3)c1	81	45	92	35	103	68	65	42
C/C(=N/O)C(=O)NCCCCCCC(=O)Nc1ccccc1	110	103	114	93	97	92	106	94
Cc1nc2ccccc2c(/C=C/c2cccs2)c1C(=O)c1ccccc1	72	105	112	70	99	95	109	75
Cc1c(-c2ccccc2)n(O)c(-c2ccc(N(C)C)cc2)[n+]1[O-]	104	110	116	108	108	98	103	106

Laid out differently: entries from further up.
Results follow in this order: SK-MEL-2	MDA-MB-435	SK-MEL-28	UACC-62	UACC-257	SK-MEL-5	M14	A549/ATCC
CCCCC1=C(Br)C(=O)c2nc(C)ccc2C1=O
→ 109	102	105	85	94	93	96	92
CCCOc1cc(N)ccc1C(=O)OCCN(CC)CC
→ 110	101	115	107	116	97	100	97
CCN(CC)S(=O)(=O)c1ccc(-c2nc(C(Cl)Cl)nc3cc(-c4ccccc4)nn23)cc1
→ 104	86	96	85	109	96	.	97
C=C1CCC2C(C)(CO)C(O)CCC2(C)C1C/C=C1/C(=O)OCC1Oc1ccccc1OC (stereo not given)
→ 99	66	100	81	84	98	78	96
S=c1[nH]c2ccc(Cl)cc2s1
→ 88	101	120	89	86	92	94	92
Cc1ccc2c(c1)C(C)Cc1c(ncnc1-n1cnc3ccccc31)N2C (stereo not given)
→ 39	-48*	62	26	.	12	18	31
C[S+](C)CC(=O)c1ccccc1
→ 105	95	113	106	92	103	103	90

(list continues)
SMILES	SK-MEL-2	MDA-MB-435	SK-MEL-28	UACC-62	UACC-257	SK-MEL-5	M14	A549/ATCC
CCOC(=O)C(NC(=O)c1ccccc1)C(C)(C)SCc1ccccc1 (stereo not given)	95	95	108	63	98	90	89	88
COc1ccc(NC(=O)Cn2cnc3c(cc(-c4ccccc4)n3-c3ccccc3)c2=O)cc1	97	102	108	105	84	105	101	96
CCC(=O)OC1=C(C)SC2=NC(c3ccc(N)cc3)=CC(c3ccc(Cl)cc3)N21 (stereo not given)	95	87	103	79	91	97	106	91
Cc1ccc(C2CC(c3ccc(Nc4nc(NCCO)nc(N5CCOCC5)n4)cc3)=Nc3c(N)nc(N)nc3N2)cc1 (stereo not given)	99	96	95	99	97	76	102	95
CCOC(=O)c1nn(-c2ccccc2)c(=O)c2c(N)c(C#N)c(-c3ccccc3)cc12	105	106	104	99	101	101	103	100
Cc1ccc(C(F)(F)F)cc1N1CCN(C(=O)[C@@H]2C[C@@H]2c2cccc(C(F)(F)F)c2)CC1	90	82	87	51	74	37	70	70
O=C(CSc1nc2ccccc2c(=O)n1-c1ccccc1)c1cc2cc(Br)cc(Br)c2oc1=O	92	104	112	91	75	98	98	77
CCOC(=O)C1=C(C(=O)OCC)N(c2ccc(OC)cc2)C(N)=C(C#N)C1c1cc(=O)[nH]c2ccccc12 (stereo not given)	109	99	110	82	97	94	103	101
N#Cc1c(N)nc2c(nnn2-c2ccccc2Cl)c1N	92	106	111	91	82	103	.	82
COC(=O)[C@@]1(C)CC[C@]2(C)CC[C@]3(C)C(=CC(=O)[C@@H]4[C@@]5(C)Cc6c(n(CC#CCN7CCNCC7)c7ccccc67)C(C)(C)[C@@H]5CC[C@]43C)[C@@H]2C1	112	104	110	97	101	105	106	102
O=c1c2cc(-c3ccccc3)sc2nc2sc(-c3ccccc3)nn12	107	105	107	109	91	100	98	92
O=C(N=C1C(=O)C2(CCCCC2)C2(N=C(c3ccccc3)OC2=O)C12CCCCC2)c1ccccc1 (stereo not given)	76	89	85	59	68	65	78	5.7*
COc1cc([N+](=O)[O-])ccc1O	115	101	107	98	.	110	112	94
O=c1/c(=C\c2ccc(-c3cc(Cl)cc(Cl)c3)o2)sc2nc(-c3ccco3)nn12	108	102	110	100	105	100	99	101
C=CC[C@H]1CCC2=C(/C(C)=C/C)N(S(=O)(=O)c3ccc(C)cc3)CCC[C@H]2O1	103	93	105	68	93	95	88	92
O=C(/C=C/c1sc(Cl)nc1Cl)c1ccc(Br)cc1	96	98	100	95	98	89	68	96
COc1cc(C(OC(C)=O)OC(C)=O)ccc1OC(C)=O	114	89	107	92	99	95	85	105
O=C(O)c1ccc(N/N=C/c2cn(-c3ccc(C(=O)O)cc3)nc2-c2cc3ccccc3oc2=O)cc1	103	101	100	95	117	96	98	114
Cc1ccc(/C=C/C(=O)/C=C/c2ccc(C)s2)s1	91	101	101	87	115	99	102	115
O=C(O)C1CC2(Br)C(Br)=C(Br)C1(Br)C2(Br)Br (stereo not given)	94	105	98	92	84	93	102	83
COc1ccccc1-c1nc2ccccc2s1	87	103	110	84	110	96	93	97
CCc1c(Cl)nc(N)nc1Nc1ccc(Cl)c(Cl)c1	94	96	100	92	105	85	96	93
O=C(Nc1ccccc1Cl)c1c[nH]c(=O)c(-c2ccc(N3CCCOC4(CC4)C3)cc2)c1	70	56	78	64	38	8.1*	75	58
Cc1ccc(C(=O)c2oc3ccc4c(C)cc(=O)oc4c3c2C)cc1	32	30	51	29	-4.3*	-57*	42	15
CNC(=O)c1cc(Oc2cccc3nc(Nc4ccc(Cl)c(F)c4)ccc23)ccn1	.	86	49	52	75	45	80	61
(more compounds)
SMILES	SK-MEL-2	MDA-MB-435	SK-MEL-28	UACC-62	UACC-257	SK-MEL-5	M14	A549/ATCC
Nc1ccc(S(=O)(=O)Nc2cc(F)cc(F)c2)cc1	95	102	120	88	96	106	91	119
CCCCOCc1ccc(OC)cc1	104	112	106	100	108	101	105	109
Cc1cccc(-c2nc(Nc3cccc(C(=O)O)c3)c3ccccc3n2)c1	119	96	112	95	109	83	98	96
COc1ccc(CCCCC(=O)O)cc1OC	102	100	107	96	101	105	93	102
OC(CNC1CCCCC1)Cn1c2ccccc2c2ccccc21 (stereo not given)	112	86	103	108	102	97	93	91
CCCCCCCCCCCCCCCC(=O)OC/C=C(C)/C=C/C=C(C)/C=C/C1=C(C)CCCC1(C)C	112	102	108	101	98	.	107	97
CCNCC#CCNCC	87	105	109	115	.	101	99	.
CC1CN(C(=O)Nc2c(C(C)C)cccc2C(C)C)CC(C)O1 (stereo not given)	.	98	104	106	107	98	101	106
C(=Nc1ccc(N2CCN(c3ccccc3)CC2)cc1)c1cccs1	101	99	106	94	97	96	91	86
CCCCCCCCn1cc2c(N[C@H](C)c3ccccc3)ncnc2n1	141	102	108	92	105	108	100	103
CC(Cc1ccccc1)N(C)C(=O)CN1C(=O)c2ccccc2C1=O (stereo not given)	106	106	118	95	103	104	95	106
COc1cc(-n2c(-c3ccc(OCCO)cc3)nnc2-c2ccc(OCCO)cc2)cc(OC)c1OC	72[6.25 µM]	94[6.25 µM]	114[6.25 µM]	88[6.25 µM]	71[6.25 µM]	69[6.25 µM]	94[6.25 µM]	65[6.25 µM]
CCCCC(C(O)c1ccccc1)N(CCCC)CCCC (stereo not given)	106	104	104	107	119	112	99	95
Cc1cc(SC#N)cc(C)c1O	105&97	107&97	104&105	101&93	99&85	103&100	107&80	101&102
Cc1ccc(-c2nc(C(=O)O)c(S(=O)(=O)c3ccc(C)cc3)o2)cc1	97	106	109	93	103	106	98	97
CC12NC(=O)C(C#N)(C(C#N)=C(Cl)N1)C2(C)C (stereo not given)	100	.	121	91	116	106	95	116
Cc1[nH][nH]c(=O)c1C(CC(=O)O)c1cc(=O)oc2ccc(Cl)cc12 (stereo not given)	106	101	.	.	82	.	114	92
CC(C)CSc1nc(-c2ccc(F)cc2)c(C#N)c(N2CCOCC2)n1	91	100	97	77	106	87	97	88
OCCN(CCO)CCN1c2ccccc2Sc2ccccc21	111	107	105	103	106	96	101	97
CSc1nc(NCc2ccccc2)c(C#N)c(-c2cccc([N+](=O)[O-])c2)n1	102	99	102	79	109	100	98	88
O=C(CCCCC(=O)Nc1ccc(C(=O)Nc2cc(C3=NCCN3)cc(C3=NCCN3)c2)cc1)Nc1ccc(C(=O)Nc2cc(C3=NCCN3)cc(C3=NCCN3)c2)cc1	102	98	99	99	94	99	86	95
CC1=NC(=S)NC(c2ccccc2)/C1=C1/CC(c2ccccc2O)N(c2ccccc2)N1 (stereo not given)	99	99	107	96	98	103	88	92
Cc1ccc(CSCc2ccc(C(=O)NC3CC3)o2)cc1	76	78	100	50	94	57	57	45
Nc1nc(CSCC(=O)N2CCCCC2)nc(Nc2ccccc2F)n1	104	104	.	98	106	101	103	102
C/C(=N\n1c(N)nc2n[nH]c(N)c2c1=O)c1ccccc1	115	110	110	98	106	101	99	100
Going on with the list.
SMILES	SK-MEL-2	MDA-MB-435	SK-MEL-28	UACC-62	UACC-257	SK-MEL-5	M14	A549/ATCC
COC(=O)N1CCCC1	101	110	104	104	111	103	105	102
COc1cc(-c2nnc(-c3nc(-c4cc(OC)c(OC)c(OC)c4)n4ccccc34)o2)ccc1N	.	83	98	61	93	56	80	28
CC1=CC(C)C(C(=O)O)C(C(=O)O)C1 (stereo not given)	116	116	108	104	100	105	.	104
O=C1C(=Cc2cccc(Br)c2)C(=O)c2ccccc21	99	104	115	96	90	96	99	82
Cc1ccccc1C1CC(c2cccc(OCCCCOc3cccc(C4=NOC(c5ccccc5C)C4)c3)c2)=NO1 (stereo not given)	64	87	97	53	51	34	76	57
COc1ccccc1/C=C\C(=O)c1ccccc1	88	46	95	77	82	72	78	96
COCOc1cc2c(=O)c(C)c(C(=O)N[C@@H](Cc3ccccc3)C(O)C(=O)NCc3ccccc3)oc2cc1OC (stereo not given in full)	-2.8*	11	39	-15*	30	11	65	52
Nc1nc2c(nc(N3CCOCC3)n2[C@@H]2O[C@H](CO)[C@@H](O)[C@H]2O)c(=O)[nH]1	104	95	100	93	98	96	100	98
O=C(N/N=C/c1ccc([N+](=O)[O-])cc1)c1ccc2nc(-c3ccc(Cl)cc3)[nH]c2c1	67	48	45	44	25	2.6*	26	35
CCOC(=O)Oc1ccc(C)cc1	106	109	121	101	100	99	111	101
COc1ccc2[nH]cc(-c3nn4cc(-c5ccncc5)nc4s3)c2c1	101	90	112	64	109	67	83	75
C=CCn1c(SCC(=O)Nc2ccc(C(=O)/C=C/c3ccc(Cl)cc3)cc2)nnc1-c1ccc(Br)cc1	76	27	105	71	92	83	90	65
CC(=O)OCC1OC(OC(C)=O)C(NC(=O)NS(=O)(=O)c2ccc(Cl)cc2)C(OC(C)=O)C1OC(C)=O (stereo not given)	103	104	107	98	105	104	99	110
COc1ccc2cc(-c3nnc(C)c4nn(-c5ccc(Cl)cc5)cc34)ccc2c1	91	99	90	97	97	105	.	85
